# 14-3-3 Bad inh: inhibitors of 14-3-3 zeta/Bad binding, primary screen, biochemical, TR-FRET, bovine 14-3-3 zeta. 14-3-3 protein zeta/delta (Bos taurus), P63103. TR-FRET 14-3-3zeta/Dy647-pBad peptide displacement, 1 h. inhibition, % at 21.7 µM. 220,000 compounds, 0.71% hits. AID 781, 2007;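 active = inhibition above about 70%, limit read from the data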;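 also: 0% = full 14-3-3 plus peptide FRET controls and 100% = background without 14-3-3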
# NPY-Y1 antag: NPY-Y1 receptor antagonists, primary screen, cell-based. HEK293-CNG Y1 cells, membrane potential fluorescence; NPY at EC95, then isoproterenol. 200,000 compounds, 1% hits. AID 1040, 2008. inhibition, % at 3.6 µM;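 active = inhibition above the campaign mean inhibition of all tested compounds plus 3 SD, cut at about 20% in these data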;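 also: 0% = DMSO wells given NPY plus isoproterenol and 100% = isoproterenol alone without NPY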
#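 Material: HEK293 Y1/CNG channel cell line; also added: NPY (25 nM), isoproterenol (1 µM), Ro 20-1724 (25 µM); doses: one concentration, 3.6 µM, in 0.4% DMSO; schedule: compound incubation 1 h at room temperature, readout 45 min post-stimulation; technique: membrane potential fluorescence; measure: fluorescence ratio normalized to % inhibition between controls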
# CHOP inhibitor: inhibitors of CHOP promoter induction, primary screen, cell-based, unfolded protein response, luciferase reporter. inhibition, % at 10 µM. AID 2732, 2010. CHO-K1 CHOP-promoter luciferase, tunicamycin-induced, 15-18 h. 220,000 compounds, 3.8% hits;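 active = compounds that reduced the stress-induced luciferase reporter signal by more than about 70% of percent inhibition, limit read from the data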;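 also: 0% = tunicamycin plus vehicle and 100% = wells without tunicamycin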
# TRPML3 agonist: human TRPML3 channel agonists, primary screen, cell-based, HEK293 TRPML3-YFP, Fluo-8 calcium fluorescence, 3 µM | activation, % at 3 µM | Mucolipin-3 (Homo sapiens), Q8TDD5 | 220,000 compounds, 0.29% hits | 100% = the carbachol control signal;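 active = activation above its plate's cutoff, the mean activation of the plate's test wells plus 3 SD, cut at about 12% in these data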;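 also: 0% = DMSO only wells and 100% = carbachol wells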
# Target sequence (Q8TDD5 whole entry, looked up): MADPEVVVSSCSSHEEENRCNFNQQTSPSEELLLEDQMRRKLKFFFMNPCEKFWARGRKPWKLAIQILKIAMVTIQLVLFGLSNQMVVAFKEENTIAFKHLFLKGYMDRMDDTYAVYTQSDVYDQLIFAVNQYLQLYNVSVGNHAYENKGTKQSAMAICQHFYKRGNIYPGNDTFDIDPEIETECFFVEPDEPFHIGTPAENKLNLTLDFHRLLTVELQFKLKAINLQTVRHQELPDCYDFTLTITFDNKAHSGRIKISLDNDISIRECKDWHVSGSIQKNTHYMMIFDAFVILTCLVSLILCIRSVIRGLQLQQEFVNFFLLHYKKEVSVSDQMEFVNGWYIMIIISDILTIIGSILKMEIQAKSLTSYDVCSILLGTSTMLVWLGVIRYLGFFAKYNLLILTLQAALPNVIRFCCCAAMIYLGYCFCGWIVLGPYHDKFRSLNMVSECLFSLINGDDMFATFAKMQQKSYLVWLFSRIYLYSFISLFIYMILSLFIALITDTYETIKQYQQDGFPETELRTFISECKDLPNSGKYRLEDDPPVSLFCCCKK
#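 system = HEK293 cells stably carrying human TRPML3-YFP | doses = one concentration, 3 µM nominal, 0.3% DMSO | timing = dye loading 1 h 37 °C then 30 min ambient, 125 s read | detection = Fluo-8 calcium dye fluorescence, ex 470-495, em 515-575 nm | benchmarks = high control carbachol 87 µM, low control DMSO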
# NPY1 pot ag: NPY-Y1 receptor potentiators or agonists, primary screen, cell-based; Neuropeptide Y receptor type 1 (Homo sapiens), P25929; NPY-Y1 expressing cells, potentiator/agonist activation; activation, % at 3.6 µM; 220,000 compounds, 0.37% hits; AID 1304, 2008; in the data active = activation above about 33%, passing the limit was not always enough;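 also: cells stimulated with NPY at EC10 then isoproterenol at EC100; 0% = low agonist plus stimulus and 100% = saturating agonist plus stimulus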
# PPC-1+TRAIL kill: compounds killing PPC-1 cancer cells with TRAIL present, primary screen, TRAIL potentiator project, ATPLite luminescence, uHTS | AID 1443, 2008 | PPC-1 cells + TRAIL, ATPLite viability luminescence | cell killing (% activity), % at 4 µM | 220,000 compounds, 0.41% hits;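 active = cell killing above 50% in the first pass at 4 µM, then a duplicate retest at 5 µM averaging 50% or more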;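 also: plate controls were cells with TRAIL plus DMSO for no effect and medium-only wells lacking cells for full effect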
# TRPN1 ag: zebrafish TRPN1 channel agonists, primary screen, cell-based, HEK293, calcium fluorescence; transient receptor potential cation channel N1 (TRPN1/NompC), Danio rerio; activation, % at 3 µM; 220,000 compounds, 0.18% hits; HEK293 zebrafish TRPN1-YFP, Fluo-8 calcium fluorescence; 100% = response to 87 µM carbachol;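 active = activation above its plate's cutoff, the mean activation of test wells on that plate plus 3 SD, cut at about 19% in these data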;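 also: 0% = DMSO alone and 100% = 87 µM carbachol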
#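 Material: zebrafish TRPN1-YFP in HEK293 cells. Doses: one dose of 3 µM, 0.3% DMSO. Incubation: dye 1 h 37 °C plus 30 min RT. Measured by: intracellular calcium fluorescence with Fluo-8.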
# EP2 modulator: EP2 receptor modulators, cAMP readout, primary screen, cell-based, HTRF cAMP, PGE2 stimulation | 260,000 compounds, 0.83% hits | induction, % at 25 µM | EP2-expressing cells, cAMP HTRF FRET, PGE2 co-stimulation | Prostaglandin E2 receptor EP2 subtype (Homo sapiens), P43116;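 active = compounds whose cAMP rise, as percent of the full-agonist control response, exceeds 60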;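 also: rat C6 glioma line stably carrying human EP2 under a CMV promoter; the protocol text gives 20 µM as final concentration; 100% = response of wells given 1 µM PGE2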
# Target sequence (P43116 whole entry, looked up): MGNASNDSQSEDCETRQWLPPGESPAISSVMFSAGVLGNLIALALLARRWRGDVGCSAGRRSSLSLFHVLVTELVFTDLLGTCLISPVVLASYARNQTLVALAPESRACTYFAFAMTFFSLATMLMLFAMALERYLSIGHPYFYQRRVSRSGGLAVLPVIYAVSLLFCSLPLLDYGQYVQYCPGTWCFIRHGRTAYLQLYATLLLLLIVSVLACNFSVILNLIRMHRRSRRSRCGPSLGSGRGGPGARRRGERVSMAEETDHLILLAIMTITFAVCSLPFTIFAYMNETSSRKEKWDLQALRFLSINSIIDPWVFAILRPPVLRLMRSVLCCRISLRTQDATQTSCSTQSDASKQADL
# PGE2 EP2 inh: human EP2 receptor antagonists, primary screen, TR-FRET cAMP, C6 glioma cells | Prostaglandin E2 receptor EP2 subtype (Homo sapiens), P43116 | C6 glioma cells expressing human EP2; cells stimulated with saturating PGE2 | inhibition, % at 25 µM | 260,000 compounds, 0.52% hits;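 active = percent inhibition above 40 after rounding to a whole number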;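 also: rat C6 glioma host cells with rolipram phosphodiesterase inhibitor present; the protocol text gives 20 µM as final concentration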
# Starred values were filed as active, the others as inactive; . = no result given; & = joins results of further samples; [ ] = another dose, or the depositor's remark. An excerpt. The share of hits here may be higher or lower than overall.
SMILES,14-3-3 Bad inh,NPY-Y1 antag,CHOP inhibitor,TRPML3 agonist,NPY1 pot ag,PPC-1+TRAIL kill,TRPN1 ag,EP2 modulator,PGE2 EP2 inh
COC(=O)CC1=C(C(=O)OC)[C@@H](c2ccccc2[N+](=O)[O-])C(C#N)=C(N)O1,-5.9,.,14.9,0.9,10.1,-2.2,1.5,-12.3,11.3
CC(C)(C)c1ccccc1OCCN1CCCC1,12.1,5.6,15.4,0.7,-39.8,18.9,0.1,-15.1,2.7
CC(=O)Nc1cccc(S(C)(=O)=O)c1,11.5,-4.1,6.0,0.4,-9.3,7.2,-0.4,10.0,11.8
O=C(CSc1nc2ccc(S(=O)(=O)N3CCOCC3)cc2[nH]1)N1CCOCC1,-4.3[fluorescence artefact?],-3.4,-31.2,0.0,-20.9,9.9,1.5,-8.5,15.4
CCOC(=O)N1CCC(NS(=O)(=O)c2ccc(C#N)cc2)CC1,1.1,.,0.2,-0.1,-5.4,5.2,0.5,5.5,3.0
CCN(CC)S(=O)(=O)c1ccc(N2CCCCC2)c(NC(=O)c2ccncc2)c1,-10.4,-0.6,-15.2,-0.8,9.4,17.2,-1.2,24.9,7.3
CCCC(=O)NCCCc1nc2ccccc2n1CC,11.9,4.2,22.1,0.3,-1.5,6.2,2.0,3.8,9.3
Cc1nn(CC#N)c(=O)n1-c1ccc(C(C)C)cc1,-8.7,-0.5,38.3,0.9,11.3,-0.9,0.7,-18.2,9.5
CC(CCC(=O)Nc1nncs1)C(=O)O (centres undefined),44.6[fluorescence artefact?],-5.2,0.1,0.8,5.8,-1.2,0.9,20.4&1.0,10.7&12.5
CN(C)c1nc(-c2ccccc2)nnc1C(F)(F)F,-1.3,-0.3,18.3,-0.3,-5.2,7.5,-0.1,22.4,10.0
Nc1ccc(C(=O)OCC(=O)N2CCN(C(=O)c3ccco3)CC2)cc1[N+](=O)[O-],5.3,5.1,-4.3,0.9,-12.7,-5.0,1.0,-1.0,2.9
Oc1ccc(-c2nncn2-c2ccccc2)cc1,0.7,-2.1,44.6,1.4,0.5,6.2,0.1,2.4,7.2
S=C(NCc1ccc(Cl)cc1)NC1CCCCC1,-26.5,3.8,28.2,1.9,7.1,15.7,1.5,-60.9,13.2
Cc1ccc(-c2nnn(CC(=O)Nc3cccc4c3CCCC4)n2)o1,9.0,0.5,80.7*,-0.3,6.2,17.7,-1.7,25.3&0.4,11.4&4.5
O=C(Nc1ccc(Nc2ccncc2)cc1)c1ccc(Nc2ccnc3ccc([N+](=O)[O-])cc23)cc1,81.7*,.,-10.4,0.6,6.0,14.3,0.8,56.2,15.0
O=C(CCN1C(=O)C2C3CCC(C3)C2C1=O)Nc1ccc(Br)cc1 (centres undefined),-7.0[fluorescence artefact?],-0.7,2.2,0.8,-3.0,30.9,1.6,6.8,6.0
CCc1c(C)nc2ncnn2c1N1CCC(C(=O)Nc2cccc(C(C)=O)c2)CC1,27.9[fluorescence artefact?],0.5,20.0,-0.8,-9.3,10.9,0.0,-30.3,10.4
O=C(Nc1ccccc1)N1CCN(C(=O)Nc2ccccc2)CC1,-1.7,2.1,-4.2,-0.1,18.3,-1.2,-0.9,7.1,2.4
CN(C)c1ccc(C=NCCC2(c3ccccc3)CCOC(C)(C)C2)cc1 (centres undefined),-11.8,.,6.2,0.3,-5.2,3.9,1.7,-16.6,8.5
CC1S/C(=N\N=C\c2cccc([N+](=O)[O-])c2)N(C(C)(C)C)C1=O (centres undefined),-1.4,.,-41.2,1.1,-14.8,3.3,0.0,25.2,9.2
COc1ccc(C(=NNc2ccccc2C(=O)O)c2ccc(OC)cc2)cc1,3.7[fluorescence artefact?],-2.5,33.5,-0.2,-8.7,12.4,-0.8,19.5,4.4
CCCc1cc2c(cc1NC(=O)c1ccc(C(C)(C)C)cc1)OCO2,-7.8[fluorescence artefact?],7.4,37.2,-0.4,-10.4,17.6,-1.0,20.2,2.3
COc1ccc(C(=O)NC2CCN(C(=S)Nc3cc(C)cc(C)c3)CC2)cc1,-29.9,7.7,30.6,0.5,-15.4,15.4,0.2,-49.5,4.5
Cc1ccc(S(=O)(=O)NC(CC(=O)NC2CCCC2)c2ccco2)cc1 (centres undefined),-8.8,-6.6,5.5,-0.7,-5.8,-11.5,-0.2,-7.7,21.0

# Compound profiles (already shown). Screens in order: 14-3-3 Bad inh, NPY-Y1 antag, CHOP inhibitor, TRPML3 agonist, NPY1 pot ag, PPC-1+TRAIL kill, TRPN1 ag, EP2 modulator, PGE2 EP2 inh
# CCCc1cc2c(cc1NC(=O)c1ccc(C(C)(C)C)cc1)OCO2 across the screens: -7.8[fluorescence artefact?], 7.4, 37.2, -0.4, -10.4, 17.6, -1.0, 20.2, 2.3
# Cc1ccc(S(=O)(=O)NC(CC(=O)NC2CCCC2)c2ccco2)cc1 (centres undefined) across the screens: -8.8, -6.6, 5.5, -0.7, -5.8, -11.5, -0.2, -7.7, 21.0

# (cont.)
SMILES,14-3-3 Bad inh,NPY-Y1 antag,CHOP inhibitor,TRPML3 agonist,NPY1 pot ag,PPC-1+TRAIL kill,TRPN1 ag,EP2 modulator,PGE2 EP2 inh
COc1cccc(C(=O)Oc2cc(-c3ccccc3)no2)c1,0.4,-0.8,-21.6,0.4,-19.8,-3.0,-0.5,1.1,6.4
Cc1[nH]c(=O)[nH]c(=O)c1S(=O)(=O)N1CCCC(C(=O)NCCc2ccc(Cl)cc2)C1 (centres undefined),5.7,-0.1,-5.0,0.2,1.5,4.2,-0.7,14.3,11.6
CC(C)=C1C2CCC1C1C(=O)N(NC(=O)COc3ccc(Cl)c(C)c3)C(=O)C21 (centres undefined),-0.6,2.6,71.3*,0.2,-14.9,23.3,-0.6,27.4,12.1
CCOc1ccc(C(=O)/C=C/Nc2ccc(S(=O)(=O)N=C(N)N)cc2)cc1,28.0[fluorescence artefact?],5.5,-25.8,0.5,-8.2,9.7,-0.4,-4.3,9.2
O=c1/c(=C/c2ccccc2)sc2nnc(-c3cccs3)n12,-0.6,.,3.1,0.1,-0.7,9.6,-1.9,-13.7,3.7
c1ccc2oc(SCc3cn4ccsc4n3)nc2c1,24.6,-0.9,47.8,0.0,3.3,2.4,-0.3,-5.3,16.7
Cc1cccc(N(CC(=O)Nc2ccc(-c3nc4ccc(C)cc4s3)cc2)S(C)(=O)=O)c1,-20.7,-2.6,50.7,0.2,-11.8,-8.9,0.7,-8.3,5.7
C=CCn1c(N)c(C(=O)NCC2CCCO2)sc1=S (centres undefined),-4.3,2.2,-8.8,-0.2,-5.9,1.4,0.6,-7.4,9.4
Cc1ccc(C)c(C(=O)Cn2ncc(Cl)c(Cl)c2=O)c1,-4.2,-4.2,110.7*,0.5,9.9,26.3,-0.4,20.9,12.0
COc1ccccc1CCn1cnc2c3cc(C)ccc3n(C)c2c1=O,7.0,-0.2,22.6,-0.4,-17.2,27.0,-1.6,-22.2,8.9
CC(CCc1ccccc1)NC(=O)COc1cc(F)ccc1[N+](=O)[O-] (centres undefined),5.6,-3.1,13.0,0.1,1.7,15.4,2.6,-16.9,5.5
Cc1nnc(SCCn2c(N3CCCC(C)C3)nc3c2c(=O)n(C)c(=O)n3C)s1 (centres undefined),-2.1,6.4,28.0,0.1,-1.5,14.4,1.6,16.1,8.3
O=C(COc1ncnc2scc(-c3ccc(F)cc3)c12)NCc1ccco1,1.7,5.3,28.3,-0.5,-7.3,9.5,-1.0,-19.8,16.3
CC[N+](C)(CC)CCC/C(=N/O)C(O)(c1ccccc1)c1ccccc1,9.4,.,12.4,1.2,24.2,18.0,2.0,19.7,9.5
COC(=O)/C(=C/Nc1ccc(O)cc1)[N+](=O)[O-],11.1,-3.1,-1.6,0.9,4.5,-3.6,0.3,27.1,8.2
CCN(CC)Cc1cc2ccccc2c2c1COC2,2.7,7.4,-8.5,0.7,-12.7,-16.5,0.6,-4.6,5.2
COc1cccc(NC(=O)N2CCCC(C(=O)NCc3ccc(F)cc3)C2)c1 (centres undefined),-4.6,3.1,8.1,0.2,-27.3,20.6,-1.1,-48.0&-17.9,5.4&12.1
O=C(c1ccco1)N1CCN(C(=O)N2CCCC2)CC1,-8.9,1.3,-0.1,0.1,-1.0,5.2,3.0,-18.5,11.7
COc1ccc(N(CC(=O)Nc2ccc3c(c2)OCO3)S(=O)(=O)c2ccc(F)cc2)cc1,4.6,-6.0,39.4,0.6,10.6,37.0,0.6,16.4,6.2
O=C(C1CCCN(S(=O)(=O)c2ccccc2)C1)N1CCCCCC1 (centres undefined),2.4,-1.6,33.7,0.7,-19.3,16.2,0.2,-7.5,5.6
C/C(Cc1ccccc1)=N\NC(=O)CNC(=O)c1ccccc1,2.5,1.4,5.3,0.5,-9.4,-14.0,1.2,6.5,2.3
CC(=O)Nc1ccc(S(=O)(=O)NNC(=O)COc2ccc(C)cc2)cc1,-4.0[fluorescence artefact?],4.8,12.8,-0.1,-6.6,19.4,-1.8,6.0,3.3
O=C(O)c1nnn(-c2cc(C(F)(F)F)cc(C(F)(F)F)c2)c1-c1ccccc1,6.7,.,-7.5,0.1,-1.2,32.8,-2.8,-21.7,6.1
CN1CCN(CC(=O)Nc2ccc(OCc3ccccc3)cc2)CC1,86.9*,2.7,-24.8,0.9,-4.0,25.7,-0.6,-19.6,.
O=C(Nc1ccc(Cl)cc1)OCc1cn(-c2ccccc2)nn1,5.4,1.4,31.4,0.8,-14.4,0.8,0.2,-52.4,3.4
CS/C(N)=N/N=C/c1cc(Br)cc(Br)c1O,-7.5,.,-19.0,0.0,19.4,21.6,-1.6,-37.5,24.8
CCOc1ccc(C(CCc2ccccc2)NC(=O)c2ccc(OC)c(OC)c2)cc1OCC (centres undefined),6.5,-0.8,19.6,0.7,-23.6,-5.1,-0.9,-16.4,7.3
C=CCOc1ccc(C2C(C(=O)c3ccco3)=C(O)C(=O)N2c2nnc(C)s2)cc1 (centres undefined),-7.0,3.9,-11.6,2.3,17.9,.,3.4,22.6,33.6
COc1ccccc1OCCC(=O)OCC(=O)c1c(N)n(C)c(=O)n(C)c1=O,-17.9,-0.4,12.6,1.4,5.0,-1.0,1.0,4.1,1.1

# Compound activity: PubChem, several laboratories
